Screens (PubChem)
bIAP inh: blocks bovine intestinal alkaline phosphatase activity | purified bovine IAP, CDP-star luminescence, 30 min | inhibition, % at 20 µM | 190,000 tested, under 10 active;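 active = over 50% inhibition of intestinal alkaline phosphatase at 20 µM in the single-dose screen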
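Incubation: 30 min reaction at room temperature / Material: purified bovine intestinal alkaline phosphatase (IAP) enzyme / Input: enzyme at 1/65,000,000 dilution / Dosing: 20 µM single dose / Signal: CDP-star luminescence signal / Reagent: CDP-star chemiluminescent phosphatase substrate, 30 µM final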
ROMK mod: modulates human ROMK potassium channel activity; P48048; Tet-inducible ROMK, thallium flux fluorescence; actives lie on both sides; B-score at 10 µM; 130,000 tested, 2% active; AID 1918;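 active = signal ratio slope over the read window, or its plate-corrected B-score, at least 3 SD from the plate mean, either direction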;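 also: B-score of the F/F0 ratio slope over 7 to 12 s after thallium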
PPARg SRC3 recr: promotes SRC-3 coactivator recruitment by human PPARgamma. 200,000 tested, 0.26% active. activation, % at 8 µM. P37231. biochemical PPARgamma/SRC-3 coactivator recruitment assay. AID 731; in the data active = activation above about 23%;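 also: 0% = DMSO and 100% = reference agonist; some compounds past the cut are filed as inactive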
bIAP act: intestinal alkaline phosphatase (bovine) activation; purified bovine IAP, CDP-star luminescence, 30 min; active compounds read high; fold of DMSO-control signal, blank-subtracted; activation factor at 20 µM; 200,000 tested, 0.17% active; AID 1016;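 active = activation factor of 2 or more at 20 µM, a signal rise over negative controls twice the positive control's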
S1P3 antagonist: blocks the human S1P3 receptor; Q99500; CHO S1P3 NFAT-BLA reporter, FRET fluorescence, antagonist mode; inhibition, % at 4.98 µM; 170,000 tested, 0.27% active;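 active = inhibition above the plate cutoff, the mean inhibition of test wells on that plate plus 3 SD, cut at about 28% in these data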;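 also: cells challenged with S1P at its EC80 of 0.8 µM; blue over green emission ratio from cleaved BLA substrate after 4 h stimulation; 0% = S1P-stimulated wells and 100% = unstimulated DMSO-only wells; some compounds past the cut are filed as inactive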
DTT redox prof: compounds producing H2O2 with reducing agent – biochemical, NIH compound library profiling, artefact control for MLSCN library redox annotation, primary screen. DTT-dependent redox cycling H2O2, phenol red/HRP absorbance; 100% = 100 µM peroxide control, 0% = buffer. 200,000 tested, 0.03% active. activation, % at 10 µM;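 active = activation of at least 50% relative to the plate's high and low controls in the primary single-dose screen; inactive = activation below 50%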;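 also: compound incubated with DTT at 0.8 mM final as the reducing agent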
PPARg SRC-1 ag: PPARgamma-driven SRC-1 recruitment agonism; PPARgamma-SRC-1 coactivator recruitment biochemical assay; 200,000 tested, 0.41% active; P37231; activation, % at 8 µM; AID 631; in the data active = activation above about 19%;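 also: 0% = DMSO and 100% = reference agonist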
Lmaj promast: inhibitors of Leishmania major promastigote growth; inhibition, % at 10 µM; Leishmania major promastigotes, resazurin fluorescence viability; 200,000 tested, 9% active; in the data active = inhibition above about 50%;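 also: promastigotes grown with compound for 44 hours at 28 °C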
PPARg SRC-2 ag: promotes SRC-2 coactivator recruitment by human PPARgamma | PPARgamma LBD-SRC-2 recruitment, biochemical | activation, % at 8 µM | 200,000 tested, 0.34% active; in the data active = activation above about 22%;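 also: 0% = vehicle and 100% = reference agonist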
TR-FRET SRC-2 ct: flags TR-FRET format artefacts in PPARgamma SRC-2 recruitment agonist screen; TR-FRET ratio at 8 µM; TR-FRET artefact counter-screen; active compounds read high; AID 1049; 200,000 tested, 0.4% active; in the data active = TR-FRET ratio above about 2000; also: inactives centre near 1500; reference of the scale not given here
TLR4 MyD88 comp: TLR4-MyD88 interaction inhibition in cells | O00206+Q99836 | HeLa CL3-4 TLR4/MyD88 BLA complementation, FRET ratio | inhibition, % at 8.4 µM | 200,000 tested, 0.18% active; in the data active = inhibition above about 25%;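 also: 0% = vehicle and 100% = reference inhibitor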
Target sequence (O00206 whole entry, looked up): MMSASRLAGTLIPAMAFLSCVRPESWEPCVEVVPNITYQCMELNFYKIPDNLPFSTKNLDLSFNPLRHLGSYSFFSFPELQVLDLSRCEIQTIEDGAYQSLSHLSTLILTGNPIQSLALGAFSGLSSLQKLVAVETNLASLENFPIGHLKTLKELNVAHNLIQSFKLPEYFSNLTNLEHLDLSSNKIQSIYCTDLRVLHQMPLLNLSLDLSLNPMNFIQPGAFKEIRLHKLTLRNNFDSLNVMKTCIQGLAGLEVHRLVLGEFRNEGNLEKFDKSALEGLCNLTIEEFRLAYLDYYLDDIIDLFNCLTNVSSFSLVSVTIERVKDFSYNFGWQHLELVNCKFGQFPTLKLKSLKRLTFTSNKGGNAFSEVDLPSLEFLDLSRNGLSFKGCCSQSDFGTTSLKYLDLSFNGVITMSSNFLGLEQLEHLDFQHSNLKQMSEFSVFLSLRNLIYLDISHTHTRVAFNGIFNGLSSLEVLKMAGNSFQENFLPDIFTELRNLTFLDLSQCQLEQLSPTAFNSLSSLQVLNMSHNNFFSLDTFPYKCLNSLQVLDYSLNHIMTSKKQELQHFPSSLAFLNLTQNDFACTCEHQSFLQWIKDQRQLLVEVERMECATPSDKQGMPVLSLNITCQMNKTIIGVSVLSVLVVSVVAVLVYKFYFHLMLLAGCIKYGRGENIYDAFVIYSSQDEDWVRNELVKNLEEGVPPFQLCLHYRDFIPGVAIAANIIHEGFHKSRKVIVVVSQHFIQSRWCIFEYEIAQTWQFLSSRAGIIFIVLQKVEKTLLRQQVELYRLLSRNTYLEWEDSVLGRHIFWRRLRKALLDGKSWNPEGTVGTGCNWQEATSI
Target sequence (Q99836 whole entry, looked up): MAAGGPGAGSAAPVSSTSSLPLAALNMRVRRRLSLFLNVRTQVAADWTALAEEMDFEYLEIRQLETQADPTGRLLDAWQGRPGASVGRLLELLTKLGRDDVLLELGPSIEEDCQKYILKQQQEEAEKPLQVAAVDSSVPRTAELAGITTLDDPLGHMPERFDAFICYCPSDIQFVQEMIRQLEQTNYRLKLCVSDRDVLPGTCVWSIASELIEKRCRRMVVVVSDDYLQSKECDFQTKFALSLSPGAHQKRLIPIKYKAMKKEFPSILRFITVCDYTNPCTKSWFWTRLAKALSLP
* marks the source's active call; other numbers are inactive results; . = not tested or not shown.

Results follow in this order: bIAP inh	ROMK mod	PPARg SRC3 recr	bIAP act	S1P3 antagonist	DTT redox prof	PPARg SRC-1 ag	Lmaj promast	PPARg SRC-2 ag	TR-FRET SRC-2 ct	TLR4 MyD88 comp
O=C(CN1C2CCCC1CC(NC(=O)c1ccco1)C2)Nc1ccccc1C(F)(F)F (stereo not drawn)
 : -2	.	-5	1	-18	1.1	2	16	-1	1628	-4
COc1ccccc1CNC(=O)/C=C/c1ccc(Br)o1
 : 2	0.7	0	1	-3	-0.7	10	2	2	1680	-8
CCOC(=O)N=Nc1c(O)n(Cc2ccccc2)c2ccccc12
 : -1	-0.68	1	1	5	5.0	4	0	12	1448	9
Cc1ccc(NS(=O)(=O)c2ccc(CCC(=O)N3CCCC3)cc2)cc1
 : -12	1.1	5	1.1	-13	-0.4	4	2	6	1520	4
COc1ccc2c(c1)C(=O)[C@H](O)[C@@H](c1ccc(OC)c(Br)c1)O2
 : 2	-0.027	-1	1	-1	0.6	1	99*	1	1430	-6
NNC(=O)CC12CC3CC(C1)CC(n1ncnn1)(C3)C2
 : 24	.	0	0.8	-4	0.1	-2	-2	-6	1490	4
CN(C(=O)c1sc2nc(N3CCOCC3)c3c(c2c1N)CCCC3)c1ccccc1
 : -10	-0.42	10	1.1	-5	-0.3	3	100*	13	1777	14
C=CCOC(=O)c1[nH]c2c(c1C)C(=O)CC(c1ccco1)C2 (stereo not drawn)
 : 3	.	4	1	24	-1.9	8	19	7	1796	5
COc1ccc(-c2oc3ncn(CCN4CCOCC4)c(=N)c3c2-c2ccc(OC)cc2)cc1
 : -5	.	-3	1	6	1.9	-2	55*	0	1374	-5
Cc1ccc(Cl)cc1NC(=O)C(NS(=O)(=O)c1cccs1)c1ccccc1 (stereo not drawn)
 : -8	-0.97	-1	1.1	4	0.2	-6	26	0	1597	-15
O=C(COc1ccccc1)Nc1ccccc1N1CCN(c2ccccc2)CC1
 : 18	.	2	0.8	24	-2.5	13	-4	6	1536	-10
CCOc1ccc(S(=O)(=O)Nc2ccc(S(=O)(=O)N3CCOCC3)cc2)cc1
 : -6	.	-3	1.1	25	1.6	-6	8	-6	1482	-5
O=C(NNC1CC(=O)N(c2ccc(Br)cc2)C1=O)c1cccnc1 (stereo not drawn)
 : -6	-1.5	1	1.1	1	-0.9	14	-11	1	1699	2
O=C(Nc1cc(F)cc(F)c1)c1ccc(NCCCN2CCCCCC2)c([N+](=O)[O-])c1
 : 17	0.19	0	0.8	16	-0.7	-6	91*	-8	1546	7
Cc1cc(Cl)c(S(=O)(=O)Nc2ccc3c(c2)OCCO3)cc1OCC(N)=O
 : 10	.	11	0.9	-20	0.8	4	2	3	1627	-21
COc1ccc(CNC(=O)C(CCSC)NS(=O)(=O)c2ccccc2F)cc1 (stereo not drawn)
 : -5	0.65	0	1	-21	-1.6	3	1	1	1576	16
COc1ccc(-c2cc(N)n(S(=O)(=O)c3c(F)c(F)c(F)c(F)c3F)n2)cc1OC
 : 10	-0.21	-3	0.9	0	0.1	3	24	4	1411	27*
Cc1nn(C)c(C)c1CN(C)C(=O)c1cc2nc(-c3ccco3)cc(C(F)(F)F)n2n1
 : -5	.	6	1.1	-8	0.8	-2	-3	3	1540	1
O=C(Nc1ccon1)c1cccc(C(F)(F)F)c1
 : 15	0.5	2	0.9	-18	-1.4	2	-9	1	1499	-10
CCOC(=O)c1cc(-c2nnc(SCC(=O)Nc3ccc(F)cc3)o2)c(C)nc1C
 : 3	.	-5	1	-4	-2.8	4	-2	9	1604	9

Compound profiles (already shown). Order of values: bIAP inh | ROMK mod | PPARg SRC3 recr | bIAP act | S1P3 antagonist | DTT redox prof | PPARg SRC-1 ag | Lmaj promast | PPARg SRC-2 ag | TR-FRET SRC-2 ct | TLR4 MyD88 comp
Profile of CCOC(=O)N=Nc1c(O)n(Cc2ccccc2)c2ccccc12 → -1 | -0.68 | 1 | 1 | 5 | 5.0 | 4 | 0 | 12 | 1448 | 9
Profile of COc1ccc(-c2oc3ncn(CCN4CCOCC4)c(=N)c3c2-c2ccc(OC)cc2)cc1 → -5 | . | -3 | 1 | 6 | 1.9 | -2 | 55* | 0 | 1374 | -5

Following part
Results follow in this order: bIAP inh	ROMK mod	PPARg SRC3 recr	bIAP act	S1P3 antagonist	DTT redox prof	PPARg SRC-1 ag	Lmaj promast	PPARg SRC-2 ag	TR-FRET SRC-2 ct	TLR4 MyD88 comp
CSc1nnc2c(n1)c(C)nn2-c1ccc(C)cc1
 : 4	-0.063	5	1	.	2.0	7	0	0	1582	3
COc1ccccc1N1CCN(C(=O)CSc2ccc3c(C)cc(C)nc3n2)CC1
 : 10	.	1	0.9	.	0.6	7	17	0	1573	-7
COC(=O)c1cc(NC(=O)CN2C(=O)CSC2=O)ccc1Cl
 : 9	0.39	-1	0.9	-12	3.9	-3	-6	2	1506	4
Clc1cc(Br)ccc1OCCN1CCOCC1
 : 8	-0.71	1	0.9	5	0.2	4	93*	-5	1440	2
COc1ccc(CCNC2CCN(C)CC2)cc1OC
 : -12	-0.39	4	1.1	-14	0.3	4	-6	3	1623	10
CC12CC3CC(C)(C1)CC(NCc1ccncc1)(C3)C2
 : 1	-1.7	4	1	8	-0.8	4	82*	-1	1660	7
CCOC(=O)C1(CCc2ccccc2)CCN(C2Cc3ccccc3C2)CC1
 : 2	.	9	1	-7	-0.7	1	81*	5	1588	12
CC(C)CC(=O)N1CCN(Cc2ccccc2[N+](=O)[O-])CC1
 : 3	0.39	4	1	-3	-0.3	4	0	2	1688	-1
COc1ccc(Cl)cc1NC(=O)c1c(-c2ccccc2)noc1C
 : 17	0.37	-12	0.8	17	0.8	-4	-2	-6	1365	10
CCC1=NC(c2ccccc2)N(O)C1(C)C (stereo not drawn)
 : -7	0.21	4	1.1	.	2.1	7	-7	7	1550	2
Cc1ccc(-c2noc(C3CCCN(C(=O)c4ccccc4)C3)n2)o1 (stereo not drawn)
 : -8	.	15	1.1	-18	0.8	2	-3	17	1613	-18
Cc1nc(N2CCOCC2)c2c(C)c(C(=O)Nc3ccc(F)cc3Cl)sc2n1
 : 0	1	-3	1	2	-0.8	1	9	7	1715	-1
CC1=C(C(=O)NC2CCCC(C)C2C)C2(CCCCC2)OC1=O (stereo not drawn)
 : -8	.	4	1.1	-2	-0.1	3	1	6	1502	-7
CCOC(=O)C1=C(C)NC(C)=C(C(=O)OCC)C1C(=O)OCC(=O)NC
 : -11	0.18	2	1.1	-20	-0.7	5	-4	10	1685	-4
COc1ccc2c(c1)c(=O)oc1cc3oc(C)c(C)c3cc12
 : 16	-0.84	6	0.8	.	0.1	6	-5	1	1454	-9
COc1ccc(N2C(=O)C(O)C2c2ccc(C)cc2)cc1 (stereo not drawn)
 : -4	-0.78	0	1	-8	-0.6	-3	-3	2	1551	-7
O=C(C[n+]1cccc(CNC(=O)c2ccc(OC(F)F)cc2)c1)Nc1cc(C(F)(F)F)ccc1Cl
 : -39	-2.1	0	1.4	-6	-0.1	1	-5	11	1574	-13
Cc1ccc(C(=O)N2CCOCC2)c(F)c1F
 : -8	-0.036	2	1.1	-14	0.1	-3	-9	7	1513	0
CCOC(=O)NC(NC(=S)Nc1ccccc1[N+](=O)[O-])C(Cl)(Cl)Cl (stereo not drawn)
 : 29	-0.78	-4	0.7	.	0.1	0	25	1	1490	8
Cc1ccc(C2CCN(C(=O)Nc3ccc(F)cc3)C2)cc1 (stereo not drawn)
 : -3	-1.2	-6	1	-1	0.9	0	5	-5	1487	-5
O=c1c2sccc2nc(SCc2ccc([N+](=O)[O-])cc2)n1Cc1ccccn1
 : -2	-1.5	4	1	16	0.0	8	63*	5	1525	-13
CCC1COC(c2cccn2Cc2ccc(Cl)cc2)=N1 (stereo not drawn)
 : -6	0.27	0	1.1	-10	2.4	-2	7	3	1414	-6
Cc1nc2cc(NC(=O)CSc3nc4c(C)cccc4cc3C#N)ccc2s1
 : 16	-1.3	10	0.8	.	-4.4	3	-10	1	1473	-1
O=C(COc1ccc(Br)cc1CNCCCN1CCOCC1)Nc1ccccc1
 : -9	-1.7	2	1.1	-4	-0.4	7	91*	10	1425	-3
CSCCC1NC(=O)N(CC(=O)Nc2ccc(N3CCCCC3)cc2)C1=O (stereo not drawn)
 : 0	.	5	1	6	1.7	-2	-3	2	1699	-4
CCc1ccccc1NC1=NCC(=O)N1C1CCCCC1
 : 6	.	1	0.9	8	-1.4	6	17	0	1560	2
COC(=O)c1ccccc1NC(=O)CSc1nc2ccccc2c(=O)[nH]1
 : 11	-1.5	24	0.9	0	-0.5	1	5	11	1626	-4
CCn1c(/C=C/c2c(C)[nH]c3ccccc23)nc2ccccc2c1=O
 : 6	.	-6	0.9	-3	-0.3	-6	32	-9	1441	0
Cc1ccc([N+](=O)[O-])cc1NC(=O)Cc1cccs1
 : -13	0.58	-2	1.1	-19	-1.0	14	-1	11	1501	-4
Cc1ccc(NC(=O)CSc2nc3ccccc3c(=O)n2Cc2cccs2)cc1
 : -13	0.82	-2	1.1	-9	0.3	-9	1	-1	1496	-2
CCOc1nc(N2CCOCC2)nc(C)c1[N+](=O)[O-]
 : 5	-0.32	3	1	-37	-0.1	8	-3	18	1448	-8
COc1ccc(C(=O)CSc2nnc(-c3cccs3)n2-c2ccccc2)cc1
 : 2	.	-7	1	.	1.4	1	2	0	1426	3
Cc1c(Cl)cccc1NC(=S)N(CCCN1CCOCC1)Cc1ccco1
 : -8	-1.1	1	1.1	5	-1.5	-4	32	-4	1447	0
COc1ccc(C(=O)c2ccc(Cl)cc2Cl)cc1
 : 0	-0.9	-8	1	.	0.1	0	-4	4	1498	11
CCOC(=O)c1cnc(SC2CC(=O)N(c3ccccc3)C2=O)nc1N (stereo not drawn)
 : 16	.	7	0.8	.	1.3	3	0	-2	1485	4
COc1ccc(/C=C2/SC(=O)N(NS(=O)(=O)c3ccccc3)C2=S)cc1OC
 : 14	-1.3	10	0.9	.	0.2	8	-9	10	1618	0
CCOc1cccc(-c2nnc(SCC(=O)Nc3cc(C)ccc3OC)n2N)c1
 : 1	-0.2	3	1	.	0.0	-7	-3	-5	1409	2
CC(=NCCc1c(C)[nH]c2ccc(OC(F)(F)F)cc12)C1=C(O)CC(c2ccccc2)CC1=O (stereo not drawn)
 : -2	0.052	2	1	1	-0.1	2	2	-5	1474	-1
CCCNc1nc2c(c(=O)n(C)c(=O)n2C)n1CCc1ccccc1
 : 2	-0.19	1	1	-5	2.3	1	9	-5	1659	3
O=C(CCNS(=O)(=O)c1cccc2nsnc12)NCCC1=CCCCC1
 : 6	.	0	0.9	.	-2.9	8	1	7	1595	7
Cc1nc(/N=C(\N)NC(=O)c2ccccc2)nc2ccccc12
 : 19	.	-2	0.8	.	2.4	-6	6	1	1402	-12
Cc1nn(-c2cc(N3CCNCC3)ccc2[N+](=O)[O-])c(=O)c2ccccc12
 : 25	.	10	0.7	.	2.0	15	67*	16	1550	-7
CCc1ccc(C(=O)N/N=C/c2cccc3ccccc23)nc1
 : 0	-0.12	3	1	-19	-0.1	4	21	-7	1542	0
CCN(c1ccccc1)S(=O)(=O)c1ccc(OC)c(OC)c1
 : 11	-0.19	-10	0.9	.	0.3	-11	-5	-2	1371	1
O=C1C2CC=CCC2C(=O)N1c1ccc(OCC(O)Cn2nnc3ccccc32)cc1 (stereo not drawn)
 : 4	-0.19	1	1	.	0.0	-4	5	0	1477	-10
